Screens (PubChem)
XiGFP reactiv = reactivates the inactive X chromosome in mouse fibroblasts; XiGFP mouse fibroblasts, % GFP-positive cells imaging, 3 d; cells co-treated with 5-aza-dC sensitizer; scaled so ellipticine positive control = 100%; activation, % at 7.58 µM; actives 0.055% (n = 360,000);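 active = mean normalized replicate activation at least 10% and every replicate at or above 10%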;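 also: 0% = median of on-plate neutral control wells and 100% = ellipticine 6 µM median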
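System: 68-5-11 XiGFP fibroblast line | Buffer or medium: DMEM containing 5-aza-dC | Compound: Single point | Times: Compounds 3 days, fix/stain 15 min at room temperature | Benchmarks: Positive control ellipticine, 6 µM final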
S100A4 inh HTS = S100A4-myosin IIA interaction inhibition; P26447; S100A4/TAMRA-MyoIIA peptide fluorescence polarization; inhibition, % at 10.7 µM; actives 0.14% (n = 360,000); AID 652163;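 active = mean inhibition of at least 70% across replicates, with every replicate also reaching that level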
Target sequence (P26447 whole entry, looked up): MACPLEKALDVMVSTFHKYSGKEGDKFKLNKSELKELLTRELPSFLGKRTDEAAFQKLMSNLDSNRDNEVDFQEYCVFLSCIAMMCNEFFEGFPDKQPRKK
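assay system = human S100A4 monomer with TAMRA-labelled myosin IIA peptide | also added = labelled myosin peptide probe, 5 nM | incubation = 5 min between mix addition and reading | control set = DMSO and TFP controls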
Cneo AK release = causes C. neoformans cell lysis; adenylate kinase release luminescence, 4 h; normalised: neutral wells 0, clomiphene wells 100; lysis activity, % at 15 µM; actives 0.2% (n = 360,000); AID 651654;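 active = mean lysis activity across replicates of at least 80%, whatever share of replicates individually reach that level; inactive = mean lysis activity below 80%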
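Material: C. neoformans cells; Schedule: 4 h static compound exposure, 37 °C, read 1 h post-reagent; Measured by: adenylate kinase release luminescence; Read-out: signal increase indicating cell lysis; Controls: Clomiphene as positive lysis control.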
LGR2 inh = Drosophila LGR2 receptor signaling inhibition | HEK293 LGR2, CRE-luciferase, bursicon-stimulated, 4 h | inhibition, % at 9.99 µM | actives 0.35% (n = 380,000) | AID 720647;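 active = drop in luminescence signal, shown as inhibition above about 50% in the replicate tests, limit read from the data, passing the limit was not always enough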;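 also: agonist challenge used bursicon conditioned medium at about half maximal strength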
PGC1a acetyl inh = modulators of PGC1a acetylation | U2OS PGC1a acetylation, AlphaScreen anti-acetyl-lysine; with virally co-expressed GCN5 acetyltransferase | AID 651687 | inhibition, % at 15.6 µM | actives 0.17% (n = 350,000);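 active = every replicate shows inhibition of at least 40%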;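 also: 0% = neutral control wells and 100% = positive control wells; some results beyond the cut were filed as inactive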
Statin myotox sup = suppressors of simvastatin-induced myotoxicity in C2C12 myotubes; ATP luminescence, 48 h; scaled: DMSO 0, geranylgeraniol control 100; rescue of ATP level, % at 7.49 µM; actives 0.78% (n = 330,000); AID 602340;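 active = mean ATP rescue above about 67%, or every replicate alone reaching that limit, limit read from the data, passing the limit was not always enough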;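 also: myotubes were challenged with 10 µM simvastatin during compound exposure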
SIRT5 inh = sirtuin-5 (human) deacylase inhibition; Purified SirT5, succinyl-peptide AMC, trypsin-coupled fluorescence; Q9NXA8; actives 1.1% (n = 330,000); inhibition, % at 15 µM; AID 652115; in the data active = inhibition above about 15%
ERAP1 inh = inhibitors of human ERAP1 aminopeptidase | Q9NZ08 | recombinant ERAP1, Leu-AMC fluorescence, 60 min | inhibition, % at 10.7 µM | actives 0.15% (n = 340,000) | AID 652197;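 active = mean replicate inhibition of at least 30%, or all replicates individually reaching that 30% level; inactive = mean below 30% and not every replicate reaching it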;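 also: 0% = neutral control wells and 100% = L-leucinethiol positive control wells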
Target sequence (Q9NZ08 whole entry, looked up): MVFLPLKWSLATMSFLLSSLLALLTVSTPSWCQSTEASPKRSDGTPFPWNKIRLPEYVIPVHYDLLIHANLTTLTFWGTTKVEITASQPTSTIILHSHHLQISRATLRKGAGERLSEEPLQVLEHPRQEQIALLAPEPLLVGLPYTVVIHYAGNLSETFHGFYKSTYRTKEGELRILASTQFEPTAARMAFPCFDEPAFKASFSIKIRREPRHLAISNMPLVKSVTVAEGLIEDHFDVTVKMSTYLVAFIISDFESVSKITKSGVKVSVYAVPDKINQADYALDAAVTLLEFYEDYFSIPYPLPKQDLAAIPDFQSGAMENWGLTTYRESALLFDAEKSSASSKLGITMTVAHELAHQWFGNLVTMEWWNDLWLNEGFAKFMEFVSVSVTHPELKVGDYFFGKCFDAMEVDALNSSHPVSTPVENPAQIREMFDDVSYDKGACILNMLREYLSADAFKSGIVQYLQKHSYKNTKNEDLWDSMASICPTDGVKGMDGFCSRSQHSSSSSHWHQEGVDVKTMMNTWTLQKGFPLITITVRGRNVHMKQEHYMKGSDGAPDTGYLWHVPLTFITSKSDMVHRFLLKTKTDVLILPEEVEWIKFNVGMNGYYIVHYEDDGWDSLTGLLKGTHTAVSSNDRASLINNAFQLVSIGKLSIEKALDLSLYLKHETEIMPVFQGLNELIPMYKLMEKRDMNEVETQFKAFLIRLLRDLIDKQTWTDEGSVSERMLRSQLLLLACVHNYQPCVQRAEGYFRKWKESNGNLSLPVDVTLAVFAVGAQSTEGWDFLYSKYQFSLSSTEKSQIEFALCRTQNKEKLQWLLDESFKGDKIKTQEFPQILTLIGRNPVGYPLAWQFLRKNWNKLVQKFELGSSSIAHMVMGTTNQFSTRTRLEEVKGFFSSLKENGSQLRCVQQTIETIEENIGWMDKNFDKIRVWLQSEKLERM
Numbers without * were called inactive; · = not tested or not shown. Not all compounds are listed; count on the stated rates, not on these rows.

cpd | smiles | S100A4 inh HTS | SIRT5 inh | ERAP1 inh | Cneo AK release | XiGFP reactiv | LGR2 inh | Statin myotox sup | PGC1a acetyl inh
1 | CCOc1ccc(Cl)cc1-c1cc(C(=O)NCc2cc(C(F)(F)F)cc(C(F)(F)F)c2)[nH]n1 | 1 | 2 | 0 | 2 | 0.0 | 13 | -31 | 4
2 | Cc1ccccc1OCC(=O)Nc1sc2c(c1C#N)CC(C)(C)NC2(C)C | -8 | -1 | -3 | 1 | 0.1 | -26 | 2 | ·
3 | CC(C)c1ccc(NC(=O)c2cccnc2)cc1 | · | · | · | -5 | · | -80 | -14 | -11
4 | COC(=O)C[C@@H]1CC[C@H]2[C@H](COc3ccc(NC(=O)c4cccc(Cl)c4)cc3C(=O)N2C)O1 | -2 | 3 | -1 | -3 | 0.2 | -7 | -25 | ·
5 | Cc1noc(C)c1NC(=O)NCC[C@H]1CC[C@H](NC(=O)Nc2cccc(Cl)c2)[C@@H](CO)O1 | -3 | -2 | -5 | -3 | -0.1 | 1 | -9 | -1
6 | Cc1ccc(NC(=O)CSc2nc3c(c(=O)[nH]2)CN(Cc2ccc(F)cc2)CC3)cc1C | -4 | 2 | -2 | · | 0.0 | -29 | · | ·
7 | CC1(NC(=O)c2cc(Cl)nc3ccccc23)CCS(=O)(=O)C1 (configuration not stated) | 2 | -3 | 3 | -1 | 0.4 | -9 | 3 | ·
8 | Cc1ccc(NC(=O)CCc2c[nH]c3ccccc23)nc1 | -1 | 7 | -3 | 0 | 0.8 | 7 | -34 | -4
9 | Cc1ccc(Nc2cnn(C34CC5CC(CC(CC(=O)O)(C5)C3)C4)c(=O)c2Cl)c(Cl)c1 | -1 | 2 | 7 | 2 | 0.1 | 0 | -18 | 10
10 | O=C(C[C@H]1CC[C@H](NC(=O)C2CCOCC2)[C@H](CO)O1)NCc1ccccc1Cl | -34 | 0 | 0 | 13 | 0.0 | 2 | -1 | 9
11 | O=C(C1CCCC1)N1CCC(CO)(Cc2ccccc2Cl)CC1 | 6 | · | -1 | · | 0.0 | -6 | · | ·
12 | C[C@H](CO)N1C[C@H](C)[C@H](CN(C)C(=O)NC2CCCCC2)OCCCC[C@H](C)Oc2ccc(NC(=O)Cc3ccccc3)cc2C1=O | 0 | 2 | 2 | 2 | 0.2 | 4 | · | -8
13 | CCC1(c2ccc(F)cc2)NC(=O)N(CC(=O)N2CCN(C(=O)c3ccco3)CC2)C1=O (configuration not stated) | 1 | -2 | 0 | -2 | -0.1 | 6 | -1 | 4
14 | Cc1cc(C)cc(NC(=O)Nc2cnccn2)c1 | 0 | -2 | 1 | 1 | 0.1 | 14 | 1 | ·
15 | COc1ccc(NC(=O)c2cc(C3CCCCN3C(=O)C3CCCCC3)on2)c(C)c1 (configuration not stated) | 20 | 1 | 0 | -3 | -0.1 | 5 | 3 | -1
16 | CCCNC(=O)C[C@@H]1C[C@@H]2c3cc(NC(=O)Nc4ccc(F)cc4)ccc3O[C@@H]2[C@H](CO)O1 | -6 | -3 | 0 | 0 | 0.0 | 14 | 0 | -2
17 | CCOC(=O)C1CCN(C(=O)Nc2ccc(OC(F)(F)F)cc2)CC1 | -2 | -2 | · | -5 | 0.0 | 4 | -5 | -1
18 | O=C(C[C@H]1CC[C@@H]2[C@H](COC[C@@H](O)CN2C(=O)Nc2cccc(F)c2)O1)NCc1ccccc1F | 2 | 2 | -3 | 6 | 0.1 | -12 | 1 | -1
19 | COc1cc(C=NNC(=O)c2cccnc2)ccc1OC(=O)c1ccccc1F | -3 | 3 | 1 | -3 | 0.0 | 7 | -1 | 17
20 | CCOc1cc(CNc2cccc3[nH]c(C)nc23)ccc1OC | 19 | -6 | -5 | 0 | 0.1 | -18 | -6 | -3
21 | CN1CCN(c2ccc(-c3ccnn3C(=O)Nc3cccc(C(F)(F)F)c3)cc2)CC1 | 2 | -3 | -4 | · | 0.0 | -11 | · | ·
22 | C[C@H](CO)N1C[C@H](C)[C@H](CN(C)C(=O)Nc2ccc(C(F)(F)F)cc2)OCCCC[C@H](C)Oc2ccc(NC(=O)Nc3ccc(F)cc3)cc2C1=O | 2 | 17* | 3 | -2 | 0.2 | 20 | 13 | -8
23 | Cc1ccc(O)c(CCc2ccccc2)n1 | 6 | 3 | 1 | 2 | 0.0 | -15 | · | -10
24 | COc1ccc(S(=O)(=O)N[C@H]2CC[C@@H](CCNC(=O)Cc3ccccn3)O[C@H]2CO)cc1 | -8 | 1 | 1 | 1 | 0.0 | 11 | -9 | 8
25 | OCCN1CCN(c2ncnc3c2ncn3[C@H]2CN(Cc3ccco3)C[C@@H](CO)O2)CC1 | -11 | 0 | -7 | 0 | 0.0 | -2 | -9 | 3
26 | COc1cccc(C(=O)/C=C/Nc2ccc(S(=O)(=O)Nc3ncccn3)cc2)c1 | 5 | 0 | 1 | · | -0.1 | -1 | · | ·
27 | COC(=O)[C@@]1(Cc2ccc(OC)cc2)[C@H]2c3cc(C(=O)N(C)C)[nH]c3C[C@H]2CN1C(=O)c1ccccc1 | 33 | · | 2 | 0 | -0.1 | 4 | · | -2
28 | Cn1ccc2c(N3CCCCC3)cc3c(c21)C1CCC3C1 (configuration not stated) | -11 | -1 | -1 | -4 | · | 10 | -5 | -9
29 | O=C(N/N=C/c1ccc(-n2ccnc2)cc1)c1cccs1 | -2 | 5 | 3 | -1 | 0.2 | -36 | -21 | 5
30 | CCCNC(=O)C[C@H]1CC[C@H]2[C@H](COc3ccc(NC(=O)Nc4cccc(C)c4)cc3C(=O)N2C)O1 | -11 | -1 | -2 | -1 | 0.0 | 7 | 29 | -11
31 | CO[C@H](C(=O)N(C)C[C@H]1OCc2ccccc2-c2c(n(C)c3ccccc23)C(=O)N([C@@H](C)CO)C[C@@H]1C)c1ccccc1 | 11 | 5 | -2 | 48 | 0.2 | 3 | · | 8
32 | CCC(=O)N=c1sc2c(OC)ccc(OC)c2n1C | 2 | -1 | 0 | 2 | 0.1 | 9 | 3 | -2
33 | CCCN(CC1CC1)C(=S)NC(=O)c1cc(Br)ccc1Cl | 4 | 0 | -6 | 4 | -0.7 | 12 | -25 | 8
34 | CO[C@H]1CN(C)C(=O)c2cc(NC(=O)NC(C)C)ccc2OC[C@@H](C)N(C(=O)C2CCC2)C[C@H]1C | -1 | -1 | · | 54 | 0.0 | 3 | 17 | -4
35 | C/C(Cc1ccccc1)=N\NC(=O)CNC(=O)c1ccc(C(C)(C)C)cc1 | 0 | -7 | -3 | · | 0.0 | 9 | · | ·
36 | O=C(OCC(=O)N1CCCC1=O)c1nc(Cl)c(Cl)c(Cl)c1Cl | 0 | -5 | -3 | 0 | 0.5 | -13 | 10 | ·
37 | COc1ccccc1/C=C/C=N/NC(=O)CN1CCN(Cc2ccccc2)CC1 | -6 | 3 | 2 | · | -0.1 | 2 | · | ·
38 | COc1ccc(/C=N/N(Cc2ccccc2)c2ccccc2)cc1O | -5 | 2 | -1 | 1 | 0.0 | 14 | 6 | ·
39 | C[C@H](CO)N1C[C@H](C)[C@H](CN(C)Cc2ccc(Oc3ccccc3)cc2)Oc2ccc(NS(=O)(=O)c3cccs3)cc2C1=O | 23 | 10 | 5 | 38 | 0.1 | 1 | -19 | -8
40 | O=C(Nc1ccncc1)Nc1ccc(F)c(Cl)c1 | -15 | -4 | -2 | -7 | 0.0 | 19 | -28 | 15
41 | CC(=O)Nc1ccc(NC(=O)c2ccccc2N(C)S(=O)(=O)c2ccc(C)cc2)cc1 | -9 | 0 | -1 | 4 | 0.3 | 15 | -16 | 10
42 | C[C@H](CO)N1C[C@H](C)[C@@H](CN(C)C(=O)Nc2ccc(F)cc2)Oc2ccc(NC(=O)c3ccncc3)cc2CC1=O | 2 | 2 | 2 | -2 | 0.3 | 7 | 8 | 5
43 | CCOCCCNC(=O)c1c[nH]c2cc(OC)ccc2c1=O | 5 | 1 | 2 | · | 0.4 | 14 | · | ·
44 | Nc1nc2ccccc2n1Cc1ccc(Cl)c(Cl)c1 | -4 | -2 | -3 | 0 | -0.1 | 7 | -2 | ·
45 | CCCCC(=O)NC(c1ccccc1Cl)c1ccc2cccnc2c1O (configuration not stated) | 1 | 0 | -2 | -2 | 0.0 | 22 | -24 | 11

Looked up by compound from the list above:
cpd | smiles | S100A4 inh HTS | SIRT5 inh | ERAP1 inh | Cneo AK release | XiGFP reactiv | LGR2 inh | Statin myotox sup | PGC1a acetyl inh
37 | COc1ccccc1/C=C/C=N/NC(=O)CN1CCN(Cc2ccccc2)CC1 | -6 | 3 | 2 | · | -0.1 | 2 | · | ·
32 | CCC(=O)N=c1sc2c(OC)ccc(OC)c2n1C | 2 | -1 | 0 | 2 | 0.1 | 9 | 3 | -2
36 | O=C(OCC(=O)N1CCCC1=O)c1nc(Cl)c(Cl)c(Cl)c1Cl | 0 | -5 | -3 | 0 | 0.5 | -13 | 10 | ·

The results go on:
cpd | smiles | S100A4 inh HTS | SIRT5 inh | ERAP1 inh | Cneo AK release | XiGFP reactiv | LGR2 inh | Statin myotox sup | PGC1a acetyl inh
46 | CN(C)/C=C1\SC(=S)N(N2C(=O)C3C4C=CC(C4)C3C2=O)C1=O (configuration not stated) | -18 | 1 | 11 | · | 0.0 | 0 | · | 2
47 | CCc1cc(=O)oc2c(C)c(O[C@@H]3O[C@H](CO)[C@@H](O)[C@H](O)[C@H]3O)ccc12 | -5 | -4 | -1 | -3 | 0.4 | -3 | 11 | 6
48 | Cc1cc(C(=O)Nc2cccc3c2O[C@H](CN(C)Cc2ccc(C(=O)Nc4ccccc4N)cc2)[C@H](C)CN([C@@H](C)CO)C3=O)n(C)n1 | 10 | 3 | -1 | 1 | -0.2 | 5 | 2 | -15
49 | COc1ccccc1NC(=O)N[C@H]1C=C[C@H](CC(=O)N[C@H](C)c2ccccc2)O[C@H]1CO | 5 | -2 | -3 | 0 | 0.0 | 1 | -2 | -4
50 | C[C@@H]1CN([C@H](C)CO)C(=O)c2cc(C#CCN(C)C)cnc2O[C@@H]1CN(C)C(=O)NC1CCCC1 | 20 | -5 | 1 | -9 | 0.0 | -16 | -14 | -2
51 | CO[C@H]1CN(C)C(=O)c2cc(NS(C)(=O)=O)ccc2OC[C@@H](C)N(C(=O)C2CCC2)C[C@H]1C | 17 | 4 | 2 | 0 | -0.1 | 5 | 6 | -3
52 | CCOC(=O)CSc1ccc(C(=O)NCCCN2CCOCC2)cc1[N+](=O)[O-] | 1 | -2 | 6 | 1 | -0.1 | 0 | 12 | ·
53 | CC(=O)N(C)C[C@H]1Oc2ncc(-c3ccc(C)cc3)cc2C(=O)N([C@H](C)CO)C[C@@H]1C | -5 | -9 | 3 | 1 | -0.6 | -11 | 2 | 0
54 | O=C(CCN1CCCCC1)N[C@H]1CC[C@H](CCn2cc(-c3ccccc3)nn2)O[C@@H]1CO | 124* | 3 | -1 | 3 | -0.5 | 4 | 7 | 8
55 | O=C(O)CCC(=O)N1N=C(c2c(-c3ccccc3)c3cc(Cl)ccc3[nH]c2=O)CC1c1cccs1 (configuration not stated) | -5 | 8 | 3 | · | 0.1 | 30 | · | ·
56 | COc1cccc(C(O)c2nc(-c3ccccc3OC)cs2)c1 (configuration not stated) | -1 | -6 | 0 | 2 | 0.1 | -8 | 11 | -17
57 | C[C@H]1CN([C@@H](C)CO)C(=O)Cc2cc(N(C)C)ccc2O[C@H]1CN(C)Cc1ccc(Cl)c(Cl)c1 | · | · | · | · | 0.3 | 6 | -18 | -5
58 | O=C(c1cc(-c2ccccc2)on1)N1CCN(Cc2ccc3c(c2)OCO3)CC1 | -1 | 2 | -2 | 0 | · | -9 | 23 | 1

Values by screen from the list.
PGC1a acetyl inh, nos. 15–18, in order: -1, -2, -1, -1
